Screening data (PubChem BioAssay)
FAS TE block – blocks the thioesterase domain of human fatty acid synthase. P49327. recombinant FAS-TE, OMFH fluorogenic substrate, fluorescence endpoint. inhibition, % at 15 µM. 0.67% of 360,000 active;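 active means compounds whose normalised, plate-corrected inhibition of enzyme fluorescence in the single-dose primary screen is 50% or more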;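 further: 0% = DMSO with enzyme and 100% = substrate without enzyme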
MLLE-PAM2 inh – blocks PAM2 peptide binding to the PABP1 MLLE domain. 0.36% of 360,000 active. GST-MLLE / FITC-PAM2 fluorescence polarization. inhibition, % at 20 µM. P11940; in the data active means inhibition above about 35%, passing the limit was not always enough;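 further: plate controls were DMSO wells with GST-MLLE for no effect and wells lacking GST-MLLE protein for full effect; some results filed as inactive read as strong as hits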
Neddylation inh – blocks human cullin neddylation. P61081+Q13564. TR-FRET cullin neddylation, biochemical. calls only at 25 µM. 0.58% of 360,000 active. AID 651699; in the data active means inhibition above about 36%
NadD inh – inhibitors of Staphylococcus aureus NadD; purified NadD enzyme, colorimetric absorbance read-out; inhibition, % at 20 µM; 0.78% of 360,000 active; AID 602399; in the data active means inhibition above about 26%; further: some compounds past the cut are filed as inactive
CSN inh – inhibitors of human CSN-mediated cullin deneddylation; Q92905; Purified CSN, SCF-Nedd8-OG deneddylation, fluorescence polarization; inhibition, % at 12.5 µM; 0.38% of 360,000 active;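 active means pattern-corrected inhibition above about 35%, with an unprinted fluorescence ratio check between 0.5 and 1.5, limit read from the data, passing the limit was not always enough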;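 further: 0% = enzyme with substrate and 100% = substrate without enzyme; some results filed as inactive read as strong as hits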
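Detection – fluorescence polarization · System – HEK293T-derived human Csn5 enzyme · Controls – substrate-only high control, full reaction low control · Timing – 90 min, room temperature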
MT1-MMP act inh – inhibitors of human MT1-MMP activation | P50281 | HT1080 RFP-PRO-GFP cells, GFP/RFP ratio fluorescence, overnight; percent of plate control window, DMSO zero | GFP/RFP ratio change, % at 20 µM | 0.061% of 360,000 active | AID 651647;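 active means GFP/RFP ratio change of at least 30% with cell ATP level not reduced by more than half and red fluorescence within 50% of control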; further: strong numbers were not always called active
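Assay system: HT1080 cells carrying an RFP-PRO-GFP reporter | Dosing: Single dose of 20 µM compound, 1% DMSO final | Incubation: Cells overnight before dosing, compound overnight, 37 °C, 5% CO2 | Evaluation: GFP/RFP fluorescence ratio | Control set: DMSO and RFP-L50D-GFP cell wells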
SKN-1 block – inhibitors of C. elegans SKN-1; C. elegans VP596 Pgst-4::GFP/RFP ratio, acrylamide-induced, 24 h; 0.49% of 360,000 active; AID 624304; inhibition, % at 21.8 µM;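 active means interference check ratio from 0.5 to 1.5 plus GFP to RFP signal ratio inhibition reaching or exceeding a fixed threshold, cut at about 30% in these data, passing the limit was not always enough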; further: some compounds called inactive have numbers as strong as hits
Rpn11 inh – blocks the human proteasome subunit Rpn11. 0.59% of 360,000 active. O00487. human 26S proteasome, Ub4-pepOG fluorescence polarization; 20S core pre-blocked with epoxomicin. calls only at 20 µM;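 active means inhibition at 20 µM, scaled to each plate's controls, above about 33%, limit read from the data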
Rin1-Abl PPI inh – blocks binding of human Rin1 to Abl; TR-FRET Rin1/Abl binding, biochemical; P00519+Q13671; 0.4% of 360,000 active; inhibition, % at 7.35 µM; in the data active means inhibition above about 5%, passing the limit was not always enough
Target sequence (P00519 whole entry, looked up): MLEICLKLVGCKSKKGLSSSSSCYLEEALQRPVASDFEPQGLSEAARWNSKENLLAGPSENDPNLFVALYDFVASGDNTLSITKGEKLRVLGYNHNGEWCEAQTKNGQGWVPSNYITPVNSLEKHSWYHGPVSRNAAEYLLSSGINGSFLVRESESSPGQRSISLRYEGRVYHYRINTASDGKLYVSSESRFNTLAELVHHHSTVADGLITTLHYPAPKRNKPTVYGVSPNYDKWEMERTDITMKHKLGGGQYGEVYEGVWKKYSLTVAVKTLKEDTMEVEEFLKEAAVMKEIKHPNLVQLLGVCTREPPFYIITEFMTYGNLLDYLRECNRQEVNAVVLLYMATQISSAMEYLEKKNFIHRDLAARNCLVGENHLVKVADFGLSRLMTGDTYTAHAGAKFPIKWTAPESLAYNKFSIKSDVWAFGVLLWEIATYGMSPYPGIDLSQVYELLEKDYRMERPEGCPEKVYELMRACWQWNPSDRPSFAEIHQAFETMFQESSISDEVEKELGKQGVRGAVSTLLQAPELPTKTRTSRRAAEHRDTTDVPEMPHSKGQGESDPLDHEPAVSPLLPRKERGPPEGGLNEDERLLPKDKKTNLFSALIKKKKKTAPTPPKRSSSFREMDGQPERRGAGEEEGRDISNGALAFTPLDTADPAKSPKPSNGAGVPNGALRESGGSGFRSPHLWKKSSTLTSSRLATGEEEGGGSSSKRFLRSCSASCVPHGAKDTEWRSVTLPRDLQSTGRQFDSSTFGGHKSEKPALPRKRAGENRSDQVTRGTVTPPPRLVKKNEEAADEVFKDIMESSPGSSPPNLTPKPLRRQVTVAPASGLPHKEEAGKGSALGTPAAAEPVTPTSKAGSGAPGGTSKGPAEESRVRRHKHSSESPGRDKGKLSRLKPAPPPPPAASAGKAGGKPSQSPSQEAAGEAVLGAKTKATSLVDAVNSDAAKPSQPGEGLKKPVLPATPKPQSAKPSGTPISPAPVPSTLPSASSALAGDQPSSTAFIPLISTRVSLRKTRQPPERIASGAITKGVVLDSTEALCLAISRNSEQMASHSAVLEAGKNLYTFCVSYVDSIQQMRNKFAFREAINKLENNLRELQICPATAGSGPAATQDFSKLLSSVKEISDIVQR
Target sequence (Q13671 whole entry, looked up): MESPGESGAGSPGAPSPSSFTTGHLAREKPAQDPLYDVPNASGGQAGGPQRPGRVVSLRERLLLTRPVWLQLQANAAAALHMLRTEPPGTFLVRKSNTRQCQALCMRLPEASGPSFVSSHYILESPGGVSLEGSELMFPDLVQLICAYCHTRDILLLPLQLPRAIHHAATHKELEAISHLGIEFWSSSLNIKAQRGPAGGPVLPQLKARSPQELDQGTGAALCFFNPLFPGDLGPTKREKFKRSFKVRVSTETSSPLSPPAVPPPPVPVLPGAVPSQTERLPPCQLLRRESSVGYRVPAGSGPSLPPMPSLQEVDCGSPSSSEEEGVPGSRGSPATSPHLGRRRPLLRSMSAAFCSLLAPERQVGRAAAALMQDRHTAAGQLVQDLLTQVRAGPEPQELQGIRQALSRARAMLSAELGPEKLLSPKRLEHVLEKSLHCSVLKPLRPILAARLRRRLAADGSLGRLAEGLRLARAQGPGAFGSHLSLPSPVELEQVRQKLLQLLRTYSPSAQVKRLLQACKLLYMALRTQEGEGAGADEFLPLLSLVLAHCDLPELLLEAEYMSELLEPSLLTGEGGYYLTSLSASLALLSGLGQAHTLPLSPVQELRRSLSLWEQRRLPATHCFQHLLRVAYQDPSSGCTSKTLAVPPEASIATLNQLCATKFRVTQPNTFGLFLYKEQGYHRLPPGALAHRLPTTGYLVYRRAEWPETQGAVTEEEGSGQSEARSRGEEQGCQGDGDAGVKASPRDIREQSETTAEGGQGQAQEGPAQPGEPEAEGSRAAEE
Numbers without * were called inactive; i = inactive; · = not tested or not shown; + = active, no number.

SMILES	FAS TE block	MLLE-PAM2 inh	Neddylation inh	NadD inh	CSN inh	MT1-MMP act inh	SKN-1 block	Rpn11 inh	Rin1-Abl PPI inh
CC1=C(C(=O)N2CCCCC2)C(c2cccs2)C2=C(CCCC2=O)N1 (stereo unspecified)	-6	8	i	1	-6	0	-10	i	-2
COc1ccc(NC(C)=O)cc1S(=O)(=O)NCc1ccc2c(c1)OCO2	0	0	i	2	0	2	-5	i	0
CCOc1ccc(NC(=O)CN(C)C(=O)c2ccc(OCC(=O)N3CCOCC3)c(OC)c2)cc1OCC	-12	7	i	0	-3	0	2	i	2
O=S(=O)(c1ccc(Cl)cc1)N1CCCc2ccccc21	22	-9	i	-9	-1	0	-2	i	0
COC(=O)[C@@]1(Cc2ccc(F)cc2)[C@H]2c3cc(C(=O)N(C)C)n(CCF)c3C[C@H]2CN1C(=O)c1ccccc1	-2	·	i	-10	-2	-1	9	·	·
O=C(COc1ccccc1)NNc1nc2c(F)cc(F)cc2s1	4	-8	i	-7	1	-2	14	i	0
CC(=O)Nc1ccc(S(=O)(=O)N(C)CC(=O)OC(C)C(=O)NC2(C#N)CCCCC2)cc1 (stereo unspecified)	-7	-6	i	-1	-4	-1	-2	i	2
Cc1cc(=O)n2[nH]c(=O)c(N=Nc3ccccc3)c2[nH]1	1	-2	i	2	-5	7	7	i	-6
COc1ccc(-c2cc(C(=O)NCCN3CCOCC3)c3cc(C(C)C)ccc3n2)cc1	3	9	·	-6	5	1	-6	i	-1
CCOc1ccc(Br)cc1S(=O)(=O)Nc1ccc(N2CCOCC2)cc1	1	4	i	0	0	3	-1	i	0
COc1ccc(CCN2CC(C(=O)N(C)Cc3cccnc3)CC2=O)cc1OC (stereo unspecified)	-7	7	i	2	-2	1	16	i	1
Cc1ccc(/C=N/N2CCN(Cc3cccc4ccccc34)CC2)o1	13	9	i	3	0	1	-4	i	1
O=C(CCNc1ccc(Cl)cc1)c1cccs1	6	-3	i	-2	-6	2	4	i	-2
Cc1cnc(CN(C)C(=O)c2ccc3oc(Cc4ccccc4)nc3c2)[nH]1	-2	20	i	0	-1	1	-1	i	1
CCOC(=O)N1CCN(C(=O)CNC(=O)c2nn(-c3ccc(OC)cc3OC)c(=O)c3ccccc23)CC1	-12	5	i	-3	1	-2	7	i	0
O=C(Nc1cccc(F)c1)c1ccc(S(=O)(=O)NCC2CCCO2)cc1 (stereo unspecified)	-3	12	i	-6	0	5	7	i	-5
O=C(/C=C/c1cccc(Br)c1)NCc1ccncc1	2	-4	i	1	6	2	-27	i	-7
O=C(Nc1cccc(Cl)c1Cl)C1CCCO1 (stereo unspecified)	-3	-20	i	-1	-1	0	0	i	-5
CCCCCCC(=O)N(O)C1CC(=O)N(c2ccc(C)cc2)C1=O (stereo unspecified)	-1	44*	i	-5	-1	3	26	i	-1
Cc1nc2ccccc2c(=O)n1NC(=O)c1ccc(C(C)(C)C)cc1	1	14	i	-6	1	4	-9	i	-1
Cc1ccn2c(Nc3ccccc3)c(-c3ccccn3)nc2c1	-3	-5	·	-2	-4	10	9	i	-4
COc1ccc(Cn2ccnc2SCC(=O)Nc2nnc(C)s2)cc1	-3	-25	i	-4	4	-2	3	i	2
COc1c(F)c(F)c(C(=O)O)c(Nc2ccccc2C)c1F	-8	11	i	-2	0	-6	8	i	1
CCN(c1cccc(C)c1)S(=O)(=O)c1c(C)[nH]c(C)c1C(=O)N1CCCCC1	-3	8	i	-4	3	-2	21	i	-2
CC(C)Oc1ccc(CNCC2(O)CCOC(C)(C)C2)cc1 (stereo unspecified)	-7	7	i	-3	-1	-3	-4	i	2
Cc1ccc(S(=O)(=O)N2CCCC(C(=O)NC3=NCCS3)C2)cc1 (stereo unspecified)	-8	17	i	-2	-2	-1	-8	i	-3
O=C(O)c1nn(-c2ccccc2)c(-c2ccccc2)c1C(=O)c1ccccc1	-8	6	i	5	1	-3	15	i	-2
O=S(=O)(O/N=C1\CCCc2ccccc21)c1ccc(Cl)cc1	12	0	i	-1	-3	9	-11	i	-5
O=C(COc1ccc(S(=O)(=O)N2CCOCC2)cc1)NCCN1CCOCC1	-7	6	i	-2	2	-2	12	i	3
CSc1ccccc1NC(=O)c1cc(-c2ccc3c(c2)OCO3)on1	-9	2	i	11	1	5	6	i	3
Cc1nn(-c2ccccc2)c2[nH]c(=O)c(CNc3ccc4c(c3)OCCO4)cc12	0	-2	i	3	3	-3	5	i	-1
CC(=O)OCC(=O)Nc1ccc(SC(F)F)cc1	-6	30	i	-2	2	-2	2	i	1
COc1cccc(N(CC(=O)NC2CCCCC2)C(=O)CCCC(=O)Nc2ccccn2)c1	0	3	i	1	0	0	9	i	2
COc1cc2c(cc1OC)CN(C(=O)c1ccncc1)CC2	-8	-5	i	-4	-1	-1	25	i	1
CC(/C=N/n1c(-c2ccco2)n[nH]c1=S)=C\c1ccccc1	-7	-48	i	9	-9	-2	-2	i	7.4*
CN(C)CCN(Cc1ccccc1)S(=O)(=O)c1csc(C(N)=O)c1	-5	0	i	-1	-3	1	-3	i	-3
N=C1/C(=C\c2ccc(SCc3ccccc3)o2)C(=O)N=C2SC(CC(=O)N3CCOCC3)=NN12	-2	-36	i	19	13	-17	0	+	-7
Cc1c(Cl)c([N+](=O)[O-])nn1CC(=O)N1CCN(C23CC4CC(CC(C4)C2)C3)CC1	30	1	i	4	-1	-1	-11	i	-6
N#CCSc1nn(-c2ccc(F)cc2)c(=S)s1	9	-12	i	1	6	-2	2	i	1
Cc1cnc(NC(=O)c2cc3c(C)nn(Cc4ccccc4Cl)c3s2)s1	-3	-2	i	8	1	7	-1	i	-1
Cc1nnc(SCc2nc(N)nc(Nc3ccccc3)n2)s1	-6	5	i	-5	-5	-2	-12	i	3
COc1ccc(Cl)cc1NC(=O)CSc1nnc(Cc2ccc(C)cc2)c(=O)[nH]1	1	9	i	5	-4	4	-8	i	4
CCOC(=O)c1cc(S(=O)(=O)N2CCN(Cc3ccccc3)CC2)cn1C	3	10	i	1	1	7	-4	i	5
Cc1noc(C)c1COC(=O)C1CC(O)CN1S(=O)(=O)c1ccc(Cl)cc1 (stereo unspecified)	-1	-2	i	-6	1	2	-11	i	1
O=C(Nc1ccccc1)C1CC=CCC1C(=O)OCC1CCCO1 (stereo unspecified)	-6	4	i	-3	-6	2	-22	i	0
O=C(COC(=O)COc1ccc(Br)cc1)NC1CCS(=O)(=O)C1 (stereo unspecified)	-7	9	i	-1	1	2	18	i	-3
O=C(C[C@@H]1C/C=C/CC[C@@H](Cc2ccc(F)cc2)C(=O)OC[C@H](Cc2ccccc2)NC1=O)N[C@H](CO)Cc1ccccc1	10	-2	i	-1	2	-1	12	i	2
Cc1noc(C)c1CSc1nc2sc(C)c(C)c2c(=O)n1-c1ccccc1	8	-5	i	6	2	2	-8	i	-1
O=S(=O)(NCCCCNS(=O)(=O)c1c(F)cccc1F)c1ccc2c(c1)OCCO2	-7	11	i	-8	1	1	-7	i	0
O=C(NCCN1CCOCC1)C(=O)NCC1OCCN1S(=O)(=O)c1ccccc1 (stereo unspecified)	-4	6	i	0	-5	-1	4	i	0
S=C(NCc1ccccc1)Nc1ccncc1	-8	11	i	-10	1	-5	-4	i	2
Cc1onc(-c2ccccc2)c1C(=O)N1CC(C)OC(C)C1 (stereo unspecified)	-4	-3	i	1	-2	2	6	i	1
COc1ccccc1-c1cc(C(F)(F)F)nc(NCc2cccs2)n1	37	-15	i	-1	1	-8	2	i	-2
Cc1ccc(C2N=C(N)Nc3nc(=O)c4ccccc4n32)cc1 (stereo unspecified)	-2	-3	·	0	-1	-3	-7	i	-2
CCOC(=O)C1CCN(Cc2ccc3ccccc3c2)CC1	-8	-3	i	-5	1	2	16	i	-2
COc1ccc(Cl)cc1NC(=S)N1CCN(C(=O)c2ccco2)CC1	-3	-53	i	1	0	-1	-35	i	2
CC(=O)NCC(=O)OCC(=O)Nc1nc(-c2ccccc2)cs1	-7	11	i	-8	4	0	-3	i	0
C/C(=N\NC(=O)Cc1c[nH]c2ccccc12)c1ccc2ccccc2c1	24	-2	i	1	4	3	11	i	-5
COc1ccc(NC(=O)C2CC(=O)N(c3ccccc3Cl)C2)c(OC)c1 (stereo unspecified)	-2	2	i	-8	9	0	-11	i	1
CC1CC(C)CN(c2oc(Cc3ccccc3)nc2C#N)C1 (stereo unspecified)	31	1	i	1	-8	2	14	i	3

Quoted from the listing.
Value for CC1CC(C)CN(c2oc(Cc3ccccc3)nc2C#N)C1 (stereo unspecified) in MLLE-PAM2 inh: 1
Value for C/C(=N\NC(=O)Cc1c[nH]c2ccccc12)c1ccc2ccccc2c1 in NadD inh: 1
Value for O=C(C[C@@H]1C/C=C/CC[C@@H](Cc2ccc(F)cc2)C(=O)OC[C@H](Cc2ccccc2)NC1=O)N[C@H](CO)Cc1ccccc1 in SKN-1 block: 12
Value for CC(=O)NCC(=O)OCC(=O)Nc1nc(-c2ccccc2)cs1 in CSN inh: 4
Value for O=S(=O)(NCCCCNS(=O)(=O)c1c(F)cccc1F)c1ccc2c(c1)OCCO2 in MT1-MMP act inh: 1
Value for Cc1onc(-c2ccccc2)c1C(=O)N1CC(C)OC(C)C1 (stereo unspecified) in FAS TE block: -4
Value for O=C(COC(=O)COc1ccc(Br)cc1)NC1CCS(=O)(=O)C1 (stereo unspecified) in FAS TE block: -7

MLLE-PAM2 inh, what is marked active above
molecule,MLLE-PAM2 inh,Neddylation inh,NadD inh,CSN inh,MT1-MMP act inh,SKN-1 block,Rpn11 inh,Rin1-Abl PPI inh
CCCCCCC(=O)N(O)C1CC(=O)N(c2ccc(C)cc2)C1=O (stereo unspecified),44*,i,-5,-1,3,26,i,-1

The list goes on.
SMILES	FAS TE block	MLLE-PAM2 inh	Neddylation inh	NadD inh	CSN inh	MT1-MMP act inh	SKN-1 block	Rpn11 inh	Rin1-Abl PPI inh
CCOC(=O)c1sc2nc(NC(=O)C3CCCCC3)sc2c1C	3	-6	i	2	7	-5	-4	i	-3
O=C(CCN1C(=O)c2ccccc2S1(=O)=O)Nc1cccc2ccccc12	0	-5	i	2	5	4	-13	i	0
CC(C)C1S/C(=N/N=C/c2cccs2)NC1=O (stereo unspecified)	-5	-7	i	-5	-2	4	3	i	0
COc1cc(OC)c(C(=O)Nc2ccncc2)cc1OC	-1	1	i	-5	-4	4	12	i	1
Oc1ccc(C[C@@H](CN2CCC[C@@H]2CN2C(=S)NC[C@@H]2Cc2ccccc2)N2C[C@H](Cc3ccccc3)N(CCc3ccccc3)C2=S)cc1	-85	10	i	20	5	0	16	i	5
COc1cc(C(=O)NCC(=O)N2CCN(S(=O)(=O)c3cc(C)ccc3C)CC2)cc(OC)c1OC	-2	-1	i	-2	-1	3	7	i	1
CC1CCCN(C(=O)c2nn(C)c3c2CS(=O)(=O)c2ccccc2-3)C1 (stereo unspecified)	-3	18	i	4	6	·	-3	i	0
Cc1ccccc1C(=O)Nc1ccccc1N1CCCCC1	17	3	i	1	1	-5	8	i	0
CC1CC(Nc2ccccc2N)=CC(=O)O1 (stereo unspecified)	-9	9	i	-4	3	-1	-8	i	1
N#Cc1nc(COc2ccc(-c3ccccc3)cc2)oc1NCc1cccnc1	-6	5	i	-5	0	2	-12	i	-1
CC(=O)Nc1cccc(-c2ccnc3c2CC(C)(C(=O)Nc2cccc(C(C)=O)c2)O3)c1 (stereo unspecified)	-1	2	i	3	0	6	12	i	3

Of the compounds above, 2 contain a COOH group.
SMILES	FAS TE block	MLLE-PAM2 inh	Neddylation inh	NadD inh	CSN inh	MT1-MMP act inh	SKN-1 block	Rpn11 inh	Rin1-Abl PPI inh
COc1c(F)c(F)c(C(=O)O)c(Nc2ccccc2C)c1F	-8	11	i	-2	0	-6	8	i	1
O=C(O)c1nn(-c2ccccc2)c(-c2ccccc2)c1C(=O)c1ccccc1	-8	6	i	5	1	-3	15	i	-2
